Vif imaging: HIV Vif self-association inhibitors, primary screen, imaging, HEK293T, single point; inhibition, % at 7.49 µM; HEK293T cells, Vif self-association by quenched fluorescence, 24 h; actives 0.35% (n = 340,000); AID 602346, 2012; in the data active = inhibition above about 50%, passing the limit was not always enough; also: some results filed as inactive read as strong as hits
CaV13 ICDI inh: Disruptors of the CACNA1D IQ motif to Ca2+-dependent inactivation inhibitor domain association, primary screening, Förster resonance energy transfer in intact living … | inhibition, % at 12.3 µM | HEK cells, CFP/YFP FRET ICDI-IQ, plate reader, 10 min; percent FRET-ratio fall versus neutral wells | actives 0.098% (n = 340,000);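 active = mean replicate inhibition of at least 30% and at least 1% of replicates passing that level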;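 also: 0% = median of the neutral control wells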
ABCB6 inh MLPCN: ABCB6 transporter inhibitors, primary screen, K562-ABCB6 cells, flow cytometry, MLPCN library; ATP-binding cassette sub-family B member 6 (Homo sapiens), Q9NP58; K562-ABCB6 porphyrin accumulation, 1 h; active compounds read low; fluorescence ratio to DMSO, % at 10 µM; actives 0.19% (n = 360,000);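 active = fluorescence ratio to DMSO below 75%, the collection mean minus 3 SD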;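 also: signal is porphyrin accumulated inside mitochondria; 100% equals median channel fluorescence of DMSO control wells; lower ratio means ABCB6 inhibition with less porphyrin fluorescence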
H9c2 protect: cardioprotection against H2O2-induced cell death, primary screen, uHTS, H9c2 cells, ATPLite luminescence | H9c2 cardiomyocytes, H2O2 injury protection, 2 h | protection from H2O2 cell death, % at 20 µM | AID 588492, 2011 | actives 0.63% (n = 360,000);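 active = compounds giving at least 50% protection of heart cells from peroxide-induced death in the single-dose screen, raw or plate-pattern-corrected value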;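 also: 0% = DMSO wells with peroxide and 100% = DMSO wells without peroxide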
MC4R antag cAMP: MC4R antagonists of cAMP signaling, primary screen, cell-based, TR-FRET, antagonist arm of biased-ligand search. Melanocortin receptor 4 (Homo sapiens), P32245. inhibition, % at 6.5 µM. MC4R-expressing cells, MTII-stimulated cAMP, LANCE TR-FRET. actives 0.48% (n = 360,000);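 active = inhibition above its plate's cutoff, the mean of tested wells on that plate plus 3 SD, cut at about 29% in these data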;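 also: 0% = Melanotan II alone and 100% = Melanotan II plus saturating MCL0020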
Target sequence (P32245 whole entry, looked up): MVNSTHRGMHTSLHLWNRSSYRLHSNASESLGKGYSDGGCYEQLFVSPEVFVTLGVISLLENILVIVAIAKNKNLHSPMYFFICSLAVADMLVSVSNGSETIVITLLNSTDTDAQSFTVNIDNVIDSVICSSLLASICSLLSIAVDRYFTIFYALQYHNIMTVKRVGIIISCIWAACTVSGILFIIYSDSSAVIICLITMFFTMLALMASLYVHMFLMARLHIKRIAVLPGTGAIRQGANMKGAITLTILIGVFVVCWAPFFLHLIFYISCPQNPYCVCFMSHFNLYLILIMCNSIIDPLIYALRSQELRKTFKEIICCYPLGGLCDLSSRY
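Material – human MC4R-expressing U2OS cells · Repeats – no replicates · Detection – TR-FRET with Eu-cAMP and labeled anti-cAMP, 671 nm · Times – compound 30 min, challenge 1 h, detection 1 h · Compound – single nominal compound dose of 6.5 µM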
N-glyco inh: increase of ERlucT glycosylation luciferase signal, primary screen, N-linked glycosylation inhibitor project, D54 ERlucT cells, luminescence, set 2 | D54 ERlucT glycosylation luciferase reporter, 24 h; percent of 100 nM tunicamycin response | reporter increase, % at 12.5 µM | actives 0.23% (n = 360,000);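 active = mean luciferase reporter signal, scaled so untreated is 0 and the glycosylation-blocking control 100, at or above a set limit in every replicate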;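 also: luciferase carries N-glycosylation sites so blocking glycosylation raises the light; 0% = median of neutral control wells and 100% = median of 100 nM tunicamycin wells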
MC4R ag barr: MC4R agonists recruiting beta-arrestin, primary screen, cell-based, luminescence, agonist arm of biased-ligand search | Melanocortin receptor 4 (Homo sapiens), P32245 | U2OS MC4R beta-arrestin complementation; percent of melanotan II response, DMSO zero | activation, % at 8.9 µM | actives 0.98% (n = 360,000);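 active = activation above a per-plate cutoff, the mean activation of sample wells on that plate plus 3 SD, cut at about 8% in these data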
m5-HT2A agonist: mouse Htr2a agonists via beta-arrestin recruitment, primary screen, cell-based, luminescence; actives 0.66% (n = 360,000); activation, % at 7.6 µM; AID 624169, 2012; CHO-K1 mHTR2A beta-arrestin complementation; percent of 30 µM serotonin response;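 active = activation above a run cutoff, the mean activation of all tested compounds plus 3 SD, cut at about 14% in these data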;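 also: 0% = plate median of compound wells and 100% = 30 µM serotonin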
PDI turbidity: inhibitors of human PDI, primary screen, biochemical, turbidity, single point, plate reader. actives 0.052% (n = 350,000). inhibition, % at 10 µM. PDI insulin aggregation turbidity, A650, 90 min. Protein disulfide-isomerase (Homo sapiens), P07237;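 active = mean inhibition across replicates of 30% or more, whatever share of single replicates reach that level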;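 also: absorbance from insulin aggregation driven by PDI reduction with DTT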
Target sequence (P07237 whole entry, looked up): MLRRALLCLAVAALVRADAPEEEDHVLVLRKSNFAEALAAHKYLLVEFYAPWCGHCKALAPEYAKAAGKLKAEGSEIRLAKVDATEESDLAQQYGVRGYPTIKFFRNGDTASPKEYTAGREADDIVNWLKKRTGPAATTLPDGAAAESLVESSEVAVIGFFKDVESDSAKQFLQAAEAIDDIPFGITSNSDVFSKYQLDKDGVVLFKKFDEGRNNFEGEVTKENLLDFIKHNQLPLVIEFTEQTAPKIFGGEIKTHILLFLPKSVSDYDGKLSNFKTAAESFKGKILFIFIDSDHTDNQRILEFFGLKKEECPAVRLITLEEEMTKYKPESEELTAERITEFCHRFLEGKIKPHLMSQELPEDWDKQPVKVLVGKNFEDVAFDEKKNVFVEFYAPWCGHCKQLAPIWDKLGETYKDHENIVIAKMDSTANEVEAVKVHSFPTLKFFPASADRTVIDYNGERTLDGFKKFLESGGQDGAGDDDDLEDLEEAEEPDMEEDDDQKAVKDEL
aDG glyco act: activators of alpha-DG glycosylation, primary screen, uHTS, Pro5-aDG cells, AlphaScreen | alpha-DG glycosylation AlphaScreen (IIH6); 0% Pro5, 100% B10-LARGE cell signal | activation, % at 10 µM | actives 0.22% (n = 360,000);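 active = activation of at least 8% versus controls, or a plate z-score of at least 8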;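 also: Pro5 are CHO cells carrying HIG-tagged alpha-DG that lacks glycosylation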
* hit, by the source's call; / = not tested or not shown; & = joins results of further samples.

SMILES	Vif imaging	CaV13 ICDI inh	ABCB6 inh MLPCN	H9c2 protect	MC4R antag cAMP	N-glyco inh	MC4R ag barr	m5-HT2A agonist	PDI turbidity	aDG glyco act
CC(=O)Nc1cccc(C(=O)OCc2ccc(C(=O)Oc3ccc(Cl)cc3)cc2)c1	11	-5	91	2	8	0	13*	2	5	0.4
COc1ccc(Oc2nc(C(F)(F)F)nc3ccccc23)cc1	-9	/	93	-18	9	-1	2.5	5	-4	1.3
NS(=O)(=O)c1ccc(CCNS(=O)(=O)c2cccc(C(=O)O)c2)cc1	-5	-6	99	5	15	3	0.5	10	6	0.0
CCOC(=O)c1nc(-c2ccc(OC)c(OC)c2)cnc1C#N	3	-2	96	6	6	1	-0.8	-2	-3	-0.2
Cc1nn(C)c(Cl)c1CN1CCC(Oc2ccc(C(=O)N3CCCC3)cc2)CC1	3	-6	98	-2	10	-3	-2.1	-8	5	0.1
COC(=O)c1c(NC(=O)/C=C/C(=O)O)sc(C)c1-c1ccc(C(C)C)cc1	-8	-7	99	-8	33*	3	0.0	0	2	0.6
COc1ccccc1S(=O)(=O)c1c(C)cc(C)[nH]c1=O	3	-4	101	1	7	2	-0.9	-3	1	0.0
O=C(CCS(=O)(=O)c1ccccc1)N(CCCN1CCOCC1)c1nc2ccc(F)cc2s1	-4	-7	104	-10	15	-15	-3.5	-17	13	-0.5
OCCC#Cc1ccc(CN2CCN(Cc3ccccc3)C(CCO)C2)cc1 (configuration not stated)	-8	0	99	9	10	2	-0.8	-1	-5	0.0
CC(C)(C)c1ccc(OCCOCCn2cnc3ccccc3c2=O)cc1	-3	-4	91	-18	6	-1	-2.3	-3	3	0.6
CC(=O)Oc1ccc(-c2nc3ccccc3c(=O)o2)cc1	-7	-3	104	-2	6	1	-1.7	-5	0	-0.1
Cc1ccc(CC(NC(=O)c2ccccc2)C(=O)NC(CC(C)C)C(=O)O)cc1 (configuration not stated)	4	-3	91	-3	18	1	1.5	-1	-2	0.2
COC(=O)c1cccc(NC(=O)Cn2cnc3ccccc3c2=O)c1	/	-7	100	10	-2	5	-1.2	-2	3	-0.1
CC1=NN(c2ccccc2)C(=O)/C1=C\c1cn(C)c2ccccc12	0	1	93	49	-5	6	-4.5	-4	0	-0.4
Cc1ccc2c(c1)sc1nc(=O)n(-c3ccc(Cl)cc3)c(=O)n12	12	-4	101	-6	3	-9	-0.4	4	10	-0.2
O=C1C=C(O)c2cccc3cccc1c23	-4	-23	89	6	23	5	-2.2	6	-4	0.0
O=C(CCCCCn1c(=S)[nH]c2cc3c(cc2c1=O)OCO3)N1CCN(Cc2ccccc2)CC1	-2	-4	100	-2	1	0	-0.7	3	2	-0.1
Cc1cc(Nc2cccc(F)c2)nc(N2CCOCC2)n1	5	-20	101	-7	15	-2	1.4	-8	1	-0.1
Cn1c(=O)oc2cc(S(=O)(=O)NCc3ccncc3)ccc21	-6	-4	98	-12	-4	0	-1.5	3	-6	0.8
Cc1ccc(N2NC(=O)/C(=C\c3cc4c(cc3[N+](=O)[O-])OCO4)C2=O)cc1C	0	-7	97	16	6	23	-2.3	5	-10	-0.2
COc1cc(C(=O)NCCC(=O)NCc2ccc3c(c2)OCO3)cc(OC)c1OC	-5	-9	101	8	1	2	1.6	2	-5	-0.2
Cc1ccc2nc(C(F)OC(F)(F)F)[nH]c2c1 (configuration not stated)	-11	-4	102	1	-4	3	1.9	2	-6	-0.1
CC(=O)Nc1ccc2c(c1)-c1ccc(F)cc1C2=O	-3	-10	94	14	-2	1	-1.8	-3	-4	0.2
CC1=CC(C)(C)Nc2ccc(OC(=O)CCN3C(=O)c4ccccc4C3=O)cc21	2	-3	113	-16	1	3	-1.5	5	5	0.1
CCC1CCCN1Cn1cnc2c([nH]c3ccc(Cl)cc32)c1=O (configuration not stated)	5	-5	98	14	8	-3	-1.2	0	-3	0.6
Cc1ccccc1NS(=O)(=O)c1ccc(C)c(C(N)=O)c1	3	-4	102	3	-1	0	-1.5	-1	1	-0.2
O=C(C1CC(c2ccccc2O)=NO1)N1CCCCC1 (configuration not stated)	6	-7	97	1	5	-8	-2.2	-2	-1	0.0
Cc1cccc(OCCn2c(NC(=O)c3ccco3)nc3ccccc32)c1	-26	-5	98	62*	-3	10	-2.8	-7	-2	1.0
CCOC(=O)C(NC(=O)NC1CCCCC1)(c1ccccc1)C(F)(F)F (configuration not stated)	-1	-9	95	0	7	-1	1.8	-1	-4	0.1
CCCCCC(=O)Nc1cccc(C2=NOC3(C2)C[C@H](C(N)=O)N(C(=O)CCCCC)C3)c1 (some centres not stated)	/	-12	96	-5	2	0	0.1	0	-7	-0.1
CC1CCN(C(=O)c2cc(F)c(F)cc2Cl)CC1	13	-3	80	-4	4	3	-2.6	-4	19	-0.1
O=C(COC(=O)C12CC3CC(CC(O)(C3)C1)C2)N1CCN(S(=O)(=O)c2ccc(Cl)cc2)CC1	1	-5	98	0	5	1	-0.8	2	-3	0.3
COCCCNC(=S)N1CCCN(c2nc3cc(C)ccc3cc2C#N)CC1	-13	25	97	-9	10	4	-2.0	4	1	0.0
O=C(N/N=C/c1ccc2c(c1)OCO2)c1ccc(Br)o1	5	-4	93	-11	6	-4	0.9	-1	-11	-0.2
CC1CC(C)CN(S(=O)(=O)c2ccc(NC(=O)C3COc4ccccc4O3)cc2)C1 (configuration not stated)	0	-2	100	-31	5	0	1.7	-6	/	-0.1
CC(/C=N/NC(=O)c1cc(-c2ccc(C)s2)[nH]n1)=C\c1ccccc1	2	-5	98	6	-22	27*	1.0	0	-4	-0.3
COc1cc(/C=C2\C(=O)NN(c3ccccc3)C2=O)cc([N+](=O)[O-])c1O	3	-6	105	-5	11	2	-1.4	1	6	0.0
COC(=O)c1c(NC(=O)CC2SC(N)=NC2=O)sc2c1CCCC2 (configuration not stated)	-5	-7	96	-3	12	6	-1.1	-1	-2	-0.2
O=C(NCc1ccccc1C(F)(F)F)C1CC(c2ccccc2[N+](=O)[O-])=NO1 (configuration not stated)	-2	-9	96	2	5	1	-3.2	1	-3	0.0
CCS(=O)(=O)c1ccc(O)c(NC(=O)COc2ccc(Br)cc2)c1	4	-5	100	-7	14	0	-1.5	-5	-4	-0.3
CC(NC(=O)c1ccccc1)c1nnc(SCc2nc3ccccc3c(=O)[nH]2)n1C (configuration not stated)	-2	-2	95	10	7	0	-2.0	9	2	-0.2
Cc1cccc2sc(NC(=O)c3ccc(NS(=O)(=O)c4cccs4)cc3)nc12	3	-6	95	-8	5	1	1.8	9	10	-0.1
COc1ccc(CCNc2oc(-c3ccc(C)cc3)nc2C#N)cc1OC	-6	-2	100	-2	4	-2	-0.8	3	/	0.0
CC1CCC(NC(=O)CN(C)S(=O)(=O)c2cnc[nH]2)CC1 (configuration not stated)	14	3	96	12	-4	1	-2.5	2	-4	0.1
O=C1NCC(O)=C1C=NCCO	-7	-1	99	5	6	-1	0.0	4	1	0.0
CC1(Cc2cccc(F)c2)C(=O)Nc2ccc(-c3cccnc3)cc21 (configuration not stated)	-15	-9	121	-3	4	-11	-2.4	-1	-14	0.9
COc1ccc(S(=O)(=O)c2cnc3ccc(OC)cc3c2N2CCC3(CC2)OCCO3)cc1	5	-6	91	36	11	-6	-0.9	4	3	-0.4
COc1ccc(N(Cc2ccccc2)S(=O)(=O)c2cccc(C(=O)Nc3ncccc3C)c2)cc1	30	-16	94	-5	12	-5	1.4	-2	7	0.4

Complete entries as entered above. Values in the order: Vif imaging	CaV13 ICDI inh	ABCB6 inh MLPCN	H9c2 protect	MC4R antag cAMP	N-glyco inh	MC4R ag barr	m5-HT2A agonist	PDI turbidity	aDG glyco act
COc1ccc(CCNc2oc(-c3ccc(C)cc3)nc2C#N)cc1OC is listed as -6	-2	100	-2	4	-2	-0.8	3	/	0.0
COc1ccc(S(=O)(=O)c2cnc3ccc(OC)cc3c2N2CCC3(CC2)OCCO3)cc1 is listed as 5	-6	91	36	11	-6	-0.9	4	3	-0.4
O=C1NCC(O)=C1C=NCCO is listed as -7	-1	99	5	6	-1	0.0	4	1	0.0

Following part
SMILES	Vif imaging	CaV13 ICDI inh	ABCB6 inh MLPCN	H9c2 protect	MC4R antag cAMP	N-glyco inh	MC4R ag barr	m5-HT2A agonist	PDI turbidity	aDG glyco act
Cc1ccc([N+](=O)[O-])cc1-c1[nH]c(-c2ccc(O)c(O)c2)nc1-c1ccccc1	-2	-4	86	-7	3	3	5.1	-2	-9	0.0
CC(C)CNS(=O)(=O)c1ccc(C(=O)Nc2ccc3c(c2)OCO3)cc1	6	-4	98	4	0	-1	-1.8	-1	-5	0.2
CC(C)(C)NC[C@H](O)COc1nsnc1N1CCOCC1	-4&-2&6	-4&-5&-6	97&99&96	15&-4&2	3&7&-4	1&2&1	-1.0&0.1&0.9	-5&2&-2	-2&1&-5	-0.1&0.1&0.2
Cc1cc(C)cc(NC(=O)c2ccc(NC(=O)c3ccco3)cc2)c1	-16	/	108	22	-8	-2	-4.2	-4	12	0.0
O=c1[nH]cnc2c1nc(NCc1ccccc1)n2C1O[C@@H](CO)[C@H](O)[C@@H]1O (some centres not stated)	-7	-4	101	-5	5	-1	-0.5	2	-1	0.0
O=C(c1ccccc1F)N1CCN(c2ncccn2)CC1	-11	-2	101	3	17	1	1.5	-2	-2	0.0
O=C(CN1CCOCC1)n1c2c(c3ccccc31)CCCC2	-13	-3	101	-6	8	2	1.1	-2	-2	-0.4
COc1ccc(NC(=O)CC2CC3CCC2C3)cn1 (configuration not stated)	-1	-3	98	0	12	2	-0.9	-3	2	0.0
CCC(CC)CN1CCC(CN2CCNC(=O)C2=O)CC1	5	-6	98	2	4	-1	-0.1	6	-11	0.0
O=C(CNC(=O)c1ccc(F)cc1)NCc1ccc(Cl)cc1	9	-19	99	2	0	1	-0.2	2	-5	0.2
COc1ccc(-c2cc(NC=O)c3ncc(-c4cccc(C(=O)NCCN(C)C)c4)n3c2)c(OC)c1	5	-5	91	-4	-18	-8	4.7	-9	1	-0.2
NC(=O)CSc1nnc(NC(=O)c2ccc3ccccc3c2)s1	2	-6	102	-13	-7	-2	-1.3	6	-9	-0.2
CCCCc1nnc(NC(=O)C(C)Sc2nc(C)cc(=O)[nH]2)s1 (configuration not stated)	10	-3	106	2	5	1	-1.5	3	1	0.1
CC(C)Cc1nc2oc3c(NCc4cccnc4)ncnc3c2c2c1CCC2	-3	-4	98	0	5	9	4.2	-1	-8	0.5

Screening results (PubChem BioAssay)
